Screens as filed in PubChem.
KB-3-1 cytotox – kills parental KB-3-1 adenocarcinoma cells; KB-3-1 viability, CellTiter-Glo ATP luminescence, 72 h; 400,000 compounds, 1.4% hits; Potency, µM (highest dose often 46.1 µM), for inactives: at the top dose activity change, negative = cytotoxic, actives largely listed as cytotoxic; note: % is set by controls: 0 for no effect and ±100 for the full control effect; nearly all actives have a fitted effect of over 60% in size
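Using CellTiter-Glo luminescence, growth of non-resistant KB-3-1 adenocarcinoma cells is assessed 72 h after pin-tool compound addition at 37 °C. Normalized responses across the concentration series yield fitted curves.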
SW480 rerep – inducers of DNA re-replication in SW480 colon cancer cells; SW480 DNA re-replication, Hoechst DNA content imaging, 48 h; Potency, µM (titrated, usually from 46.1 µM), for inactives: at the highest dose re-replication activation, actives largely listed as activators; 340,000 compounds, 1.8% hits; AID 624297; note: % of control where 0% means no effect; nearly all actives have a fitted effect of over 55% in size
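SW480 cells exposed to compounds for 48 hr at 37 C, 5% CO2, then Hoechst-stained 40 min. Nuclear DNA content imaged by fluorescence scanning (405 nm excitation, 500-530 nm emission); re-replication scored as increased high-intensity nuclei.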
GLP-1R inv ag – acts as inverse agonist at human GLP-1 receptor; 410,000 compounds, 1.6% hits; P43220; HEK293 GLP-1R CRE-luciferase, luminescence, 24 h; GLP-1R form is constitutively active; Potency, µM (doses to about 38.3 µM), for the others: at the highest dose activity change, negative = inhibition, actives largely listed as inhibitors; note: % is set by controls: 0 for no effect and ±100 for the full control effect; nearly all actives have a fitted effect of over 55% in size
Target sequence (P43220 whole entry, looked up): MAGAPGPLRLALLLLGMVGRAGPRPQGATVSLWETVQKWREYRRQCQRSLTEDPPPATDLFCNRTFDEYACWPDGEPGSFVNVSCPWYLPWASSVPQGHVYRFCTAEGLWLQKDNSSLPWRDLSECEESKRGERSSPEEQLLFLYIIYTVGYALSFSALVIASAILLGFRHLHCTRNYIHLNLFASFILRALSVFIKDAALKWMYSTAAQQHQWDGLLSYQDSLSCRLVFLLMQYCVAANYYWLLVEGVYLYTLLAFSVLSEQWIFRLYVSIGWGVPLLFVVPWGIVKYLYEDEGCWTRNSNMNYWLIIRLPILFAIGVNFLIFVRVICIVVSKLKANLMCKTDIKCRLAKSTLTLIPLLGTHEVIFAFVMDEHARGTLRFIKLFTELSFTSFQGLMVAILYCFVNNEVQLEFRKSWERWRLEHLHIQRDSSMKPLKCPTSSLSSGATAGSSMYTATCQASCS
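Readout was luciferase luminescence, measured 12 min after detection reagent at room temperature. Beforehand, GLP-1R reporter HEK293 cells had sat 12 h, then received compounds for 24 hr at 37 deg C.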
HT1080 IDH1KD tx – kills HT-1080 cells with IDH1 knockdown. Potency, µM (top dose mostly 46.1 µM), for inactives: at the highest dose activity, negative = toxicity, actives largely listed as cytotoxic. HT-1080 IDH1 knockdown viability, ATP luminescence, 48 h. 360,000 compounds, 2% hits;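 note: 0% = DMSO wells and -100% = cell-free medium wells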
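% activity derives from luminescence (CellTiter-Glo), normalised to DMSO and no-cell wells. HT-1080-IDH1KD cells, 750/well, had 48 h compound exposure at 37 °C.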
GLP-1R agonist – agonists of human GLP-1 receptor. HEK293 GLP-1R CRE-luciferase, luminescence, 4-6 h; cells express a hypersensitive GLP-1R form. Potency, µM (highest dose often 45.6 µM), without a hit: at the top dose activation, hits mostly activators. 380,000 compounds, 0.007% hits. AID 624172; note: % of control where 0% means no effect
TDP43 rescue – TDP-43 toxicity inhibition in yeast | TDP-43 expressing yeast growth rescue, BacTiter-Glo, 24 h | Potency, µM (titrated, usually from 46.1 µM), for the others: top-dose growth rescue (activation), usual class: activators | 410,000 compounds, 1.8% hits; note: % of control where 0% means no effect; nearly all actives have a fitted effect of over 50% in size
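Galactose-induced TDP-43 yeast, OD600=0.02, compound pinned; 24 hr, 30 deg C; BacTiter-Glo luminescence for growth. Inhibitors of TDP-43 toxicity read as activators.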
HEK293 tox – cytotoxicity in counter-screen for GLP-1R inverse agonists; HEK293 cAMP-luciferase reporter cells, luminescence, 24 h; Potency, µM (doses to about 38.3 µM), for inactives: at the highest dose activity change, negative = inhibition, hits mostly inhibitors; 410,000 compounds, 0.13% hits; AID 624418;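 note: loss of luciferase light is scored as toxicity; % is set by controls: 0 for no effect and ±100 for the full control effect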
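1536-well qHTS counterscreen of the MLSMR; 200 cells/uL, 12 h pre-incubation, 23 nL cpd, 24 h at 37 deg C 5% CO2, luciferase detection reagent, 12 min RT, luminescence. Inhibition = undesired.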
HT1080-NT tox – kills 2HG-producing HT-1080-NT fibrosarcoma cells; Potency, µM (doses to about 46.1 µM), for inactives: top-dose activity, negative = less viability, hits mostly cytotoxic; HT-1080-NT fibrosarcoma viability, CellTiter-Glo ATP luminescence, 48 h; 360,000 compounds, 1.6% hits; AID 686970;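 note: NT is the 2HG producing partner of a matched IDH1 knockdown line; 0% = DMSO-treated cells and -100% = media-only wells without cells; nearly all actives have a fitted effect of over 55% in size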
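Read-out is CellTiter-Glo luminescence after 10 minutes at room temperature, following 48 hours' compound treatment of HT-1080-NT cells (750 cells/well, RPMI, 5% FBS, 37 degrees C).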
KB-V1 MDR tox – KB-V1 MDR subline cytotoxicity; KB-V1 MDR cells viability, CellTiter-Glo, 72 h; AID 1347076; Potency, µM (top dose mostly 46.1 µM), inactives show top-dose activity change, negative = cytotoxicity, actives largely listed as cytotoxic; 400,000 compounds, 3.4% hits; note: % is set by controls: 0 for no effect and ±100 for the full control effect; nearly all actives have a fitted effect of over 60% in size
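Potencies derive from concentration-effect curves fitted to normalized luminescence (CellTiter-Glo) of KB-V1 cells treated for 72 h at 37 degrees C in phenol-red-free DMEM containing 10% FBS.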
* marks the source's active call; other numbers are inactive results; ? = inconclusive; . = no result given; & = joins results of further samples; [ ] = another dose, or the depositor's remark. Calls come from the whole dose curve; as a rule, active = well fitted curve in the direction sought with a large enough effect; inconclusive = small, poorly fitted or top-dose-only effect, or another doubt; inactive = no such curve, though single readings can be large; an effect the other way counts as inactive or inconclusive. Potency is the fitted concentration of half-maximal effect. Rows were taken by chance; any-hit rate near 9.4%.

A first look, 2 compounds:
SMILES	KB-3-1 cytotox	SW480 rerep	GLP-1R inv ag	HT1080 IDH1KD tx	GLP-1R agonist	TDP43 rescue	HEK293 tox	HT1080-NT tox	KB-V1 MDR tox
CCCCOC(=O)c1ccc(NC(=O)C(=O)NCc2ccccn2)cc1	-1%	-12%[9.22 µM]	-11%	4%	2%	8%	11%	-7%	5%
CN1CCN(C(CNC(=O)c2ccc(Br)o2)c2ccc(F)cc2)CC1 (stereo not drawn)	-4%	0%	-28%	4%	-11%	11%	-7%	-1%	-23%

The listing, repeating the preview:
SMILES	KB-3-1 cytotox	SW480 rerep	GLP-1R inv ag	HT1080 IDH1KD tx	GLP-1R agonist	TDP43 rescue	HEK293 tox	HT1080-NT tox	KB-V1 MDR tox
CCCCOC(=O)c1ccc(NC(=O)C(=O)NCc2ccccn2)cc1	-1%	-12%[9.22 µM]	-11%	4%	2%	8%	11%	-7%	5%
CN1CCN(C(CNC(=O)c2ccc(Br)o2)c2ccc(F)cc2)CC1 (stereo not drawn)	-4%	0%	-28%	4%	-11%	11%	-7%	-1%	-23%
O=C(NCc1ccccc1)C1CC(=O)N(c2ccc(OCC(=O)N3CCCC3)cc2)C1 (stereo not drawn)	6%	1%	0%	12%	-7%	16%	1%	9%	4%
CCC(=O)Nc1sc(Cc2ccc3c(c2)OCO3)c(C)c1C(N)=O	-2%	?	64%[activator]	-15%	30%	25%	-12%	-9%	-10%
CN1/C(=C/C=C(C#N)C#N)C=Cc2ccccc21	-2%	-11%	19%	5%	-3%	12%	-40%	1%	0%
CCCCNC(=O)CSc1nc(N)c(C(=O)Nc2ccc(OC)cc2)s1	-2%	-4%	-7%	-6%	3%	3%	-19%	-16%	-20%
Cc1cccc(C(=O)OCC(=O)c2ccc3c(c2)OCO3)c1O	.	1%	-14%	-12%	-16%	-5%	-9%	-7%	.
COc1cc2c(cc1OC)CN(C(=O)c1cc(S(=O)(=O)N3CCOCC3)c(Cl)cc1Cl)CC2	-27%	?	-14%	-2%	16%	2%	1%	-6%	-6%
CN(CCc1ccccc1)C(=O)c1ccc(NC(=O)Cc2ccc(NC(=O)C3CCCN(S(=O)(=O)c4cccc([N+](=O)[O-])c4)C3)cc2)cc1 (stereo not drawn)	-24%	-1%	-19%	-2%	-4%	4%	7%	-4%	5%
COc1ccc(Nc2nc(NCCN3CCOCC3)nc(Nc3ccc(OC)cc3)n2)cc1	-7%&-4%	11%	?	-13%	7%	9%	-1%	-29%	-11%&-11%
Cc1cc(OCC(=O)Nc2ccc(N3CCN(C)CC3)cc2)ccc1Cl	-9%	-5%	?	-20%	15%	6%	-5%	-1%	-6%
O=C(Nc1nnc(S(=O)(=O)N2CCc3ccccc32)s1)c1cccc(Cl)c1	0%	.	?	.	.	9%	-29%	.	?
Nc1nc(-c2cc(O)ccc2[N+](=O)[O-])cc(-c2ccccc2)c1[N+](=O)[O-]	-18%	23µM*	155%[activator]	17%	9%	.	94%[activator]	?	23%
COc1ccc(-c2nc3ccccc3o2)cc1OC	7%	-6%	6%	-2%	33%	2%	-9%	-2%	13%
CCCCc1cc(=O)oc2cc(OCc3cc(OC)c(OC)c(OC)c3)c(Cl)cc12	-5%	27%	2%	-23%	10%	-10%	-9%	-29%	-19%
COc1ccc(NC(=O)c2oc3ccccc3c2NC(=O)c2cc3ccccc3o2)c(OC)c1	-4%	.	-5%	.	0%	8%	0%	.	?
COc1ccccc1OCc1nc(-c2ccc([N+](=O)[O-])cc2)no1	-5%	-1%	3%	15%	18%	-13%	-6%	10%	7%
C=CCNC(=O)c1onc(CSc2ccccc2CC)c1C(=O)O	0%	-2%	?	-16%	0%	8%	-19%	1%	?
CC1(C)Oc2ccc(C(=O)NC3CC3)cc2N(CC(=O)N2CCOCC2)C1=O	-1%	-12%	0%	5%	-5%	9%	2%	9%	9%
CCOC(=O)c1c(NC(=O)CSc2nc3nc(C)cc(C)n3n2)sc(CC)c1C	14%	-2%	39%[activator]	12%	6%	-16%[0.397 µM]	-7%	-3%	-2%
COc1ccc(NC(=O)CCS(=O)(=O)c2cc3c(cc2C)NC(=O)CO3)cc1	0%	-8%	20%	6%	-1%	-9%	3%	17%	7%
CCC(C)NC(=O)C1CCN(c2nc(OC)nc(OC)n2)CC1 (stereo not drawn)	-1%	4%	5%	9%	0%	4%	5%	20%	?
COc1ccc(C)cc1S(=O)(=O)N1CC(C)OC(C)C1 (stereo not drawn)	?	?	10%	7%	6%	-2%	0%	29%	-1%
Oc1ccc2ccccc2c1N=Nc1ccccn1	?	?	?	?	?	?	2.5µM*	?	?
CC(C)(C)c1csc(NC(=O)c2cccnc2)n1	-8%	50%	7%	-16%	10%	10%	3%	-17%	8%
O=C1c2ccccc2NC(c2ccco2)N1O (stereo not drawn)	0%	0%	5%	0%	-6%	-3%	-15%	-14%	4%
O=C(COC(=O)C1CC1)Nc1ccc(OC(F)F)cc1	2%	-4%	2%	9%	-6%	19%	5%	-2%	21%
CC(C)(C)c1cc(CNC(=O)C2CCC(=O)N(Cc3ccccc3F)C2)[nH]n1 (stereo not drawn)	6%	.	-12%	6%	9%	27%	-13%	2%	16%
CSc1ccc(OC2CCCCC2NS(=O)(=O)c2ccccc2)cc1 (stereo not drawn)	-5%	2%	?	-2%	10%	23%	13%	-5%	-8%
CCOC(=O)C(=CNc1ccccc1C)C(=O)OCC	-8%	-2%	88%[activator]	-8%	18%	-6%	-2%	6%	?
Cc1cccc(CC(=O)N2CCOCC2)c1	-4%	-2%	-14%	0%	4%	3%	-9%	-2%	9%
COC(=O)c1ccc(NS(=O)(=O)c2c(C)[nH]c(C)c2C(=O)N2CCCC2)cc1	-5%	-7%	-14%	-4%	-2%	6%	3%	-2%	?
Cc1c(Br)c(C(=O)NNC(=O)c2ccc(C(C)(C)C)cc2)nn1C	1%	-23%	-6%	0%	5%	9%	-59%	5%	?
CCN(CC)CCCNC(=O)c1ccccc1NC(=O)C1=CSCCO1	5%	-12%	-27%	-9%	1%	-8%	1%	2%	5%
Cc1cc(N)n(-c2ccc(S(=O)(=O)c3ccc(C(C)C)cc3)cc2)n1	-17%	-4%	-24%	8%	7%	0%	-13%	6%	-29%
O=C(NCc1cc(C(F)(F)F)cc(C(F)(F)F)c1)C1CC(c2ccccc2C(F)(F)F)=NO1 (stereo not drawn)	18%	-10%	0%	-1%	7%	27%	14%	0%	?
OC(COc1ccc2ccccc2c1)Cn1cncn1 (stereo not drawn)	-9%	-1%	-17%	2%	-6%	-3%	-1%	3%	8%
CC(=O)N/N=C/c1ccc(OCCOc2ccc(Br)cc2)cc1	0%	8%	0%	10%	-4%	8%	-3%	6%	8%
COc1cc(CC(=O)Nc2ccc(Cl)c(C(F)(F)F)c2)cc(OC)c1OC	-12%	3%	?	-6%	13%	5%	-5%	-6%	-27%
C/C(=N\Nc1nc2ccc(Cl)cc2o1)c1ccccc1	1%	-14%	-29%	-5%	17%	-4%[1.82 µM]	-17%	-4%	-28%
CCCNC(=O)c1c(N)n(-c2ccc3c(c2)OCO3)c2nc3ccccc3nc12	?	?	0%	2%	-12%	18%	-5%	4%	-12%
CCOC(=O)c1ccc(NC(=O)Cn2nc3c4ccccc4n(Cc4cccc(F)c4)cc-3c2=O)cc1	-3%	.	-15%	.	.	-22%	-20%	.	0%
NC(=O)CSc1nnc(-c2ccncc2)n1-c1ccc(Cl)cc1	11%	-2%	11%	9%	0%	10%	0%	12%	1%
CCOc1ccc(/C=C/[N+](=O)[O-])c2ccccc12	?	6.5µM*	?	13µM*	-23%	-93%[inhibitor]	?	?	18µM*
CC1CCN(S(=O)(=O)c2cccc3cccnc23)CC1	0%	-3%	-10%	-5%	9%	?	0%	-8%	-20%
N#Cc1nc(-c2cccs2)oc1NCCCN1CCOCC1	-8%	-7%	11%	?	-1%	0%	8%	1%	-8%
CCCn1c(N)c(Sc2ccccc2[N+](=O)[O-])c(=O)n(CCC)c1=O	-1%	-4%	3%	3%	4%	12%	4%	0%	-23%
CC(=O)Oc1ccc(/C=C(\NC(=O)c2ccco2)C(=O)NCc2ccccc2)cc1	4%	-9%	16%	14%	9%	-9%	3%	-1%	17%
COc1cc(OC)cc(C(=O)N[C@H](C(=O)OCC(=O)N2CCN(S(=O)(=O)c3ccc(C)cc3)CC2)C(C)C)c1	21%	-15%	-2%	6%	-6%	12%	2%	-1%	5%
O=C(COC(=O)/C=C/c1ccccc1)NC1CCCCC1	2%	-3%	8%	12%	10%	12%	-13%	5%	3%
COc1ccccc1C(=O)NCCC(=O)N1CCN(C(=O)c2ccco2)CC1	?	-14%	10%	0%	-8%	-11%	-8%	3%	4%
O=C(O)/C=C/c1ccccc1Oc1ccccc1	-4%	-3%	1%	-6%	4%	18µM*	58%[activator]	-2%	21%
CCOCCCNC(=O)C(c1ccc(OC)cc1)N(Cc1ccc2c(c1)OCO2)C(=O)c1ccccn1 (stereo not drawn)	16%	-3%	-11%	8%	6%	2%[9.22 µM]	6%	14%	-31%
CC(C)(C)n1nnnc1C(c1cc2cc3c(cc2[nH]c1=O)OCO3)N1CCN(c2ccccc2)CC1 (stereo not drawn)	-4%	-3%	17%	-5%	-5%	-13%	-11%	5%	?
C=CCOc1cc(C)nc(-c2ccccc2O)n1	12%	-6%	0%	2%	8%	?	-5%	2%	6%
Cn1c(CSc2ncn[nH]2)nc2ccccc21	10%	-7%	10%	9%	-8%	0%	-18%	25%	5%
CCCNC(=O)c1cc(C2CCCCN2C(=O)c2cc(C(C)(C)C)nn2C)on1 (stereo not drawn)	?	.	19%	2%	2%	13%	-5%	0%	16µM*
